NSD2 inh = blocks human histone methyltransferase NSD2. NSD2 peptide methylation, AlphaScreen, 120 min. inhibition, % at 12.5 µM. 0.54% of 310,000 active. O96028; in the data active means inhibition above about 50%
Wnt act = activators of Wnt/beta-catenin signaling; 1.2% of 300,000 active; activation, % at 9.35 µM; Wnt/beta-catenin reporter cell assay, activator, plate reader; AID 743398; in the data active means activation above about 30%, passing the limit was not always enough;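 further: 0% = neutral control wells and 100% = positive control wells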
V-ATPase pHluor = regulators of yeast V-ATPase proton transport. S. cerevisiae, pHLuorin cytosolic pH fluorescence. response, % at 10 µM. 0.37% of 350,000 active. AID 504577; in the data active means response mostly above about 7.3%, no sharp cut-off; inactive means mostly below about 5.4%; further: actives read high; inactives centre near 0; some compounds called inactive have numbers as strong as hits; reference of the scale not given here
dFosB activator = activators of mouse delta FosB homodimer. activation, % at 25 µM. purified delta FosB, TAMRA-CDK5 oligo fluorescence polarization; percent of positive-control signal above neutral wells. P13346. 0.99% of 340,000 active;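 active means mean activation above about 17%, with every replicate also reaching it, limit read from the data, passing the limit was not always enough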;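 further: fluorescence polarization rise as delta FosB binds a TAMRA Cdk5 AP-1 oligo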
HTR5A inv ctr = counter-screen for OPRM1-OPRD1 inverse agonists: human HTR5A inverse agonism; HTR5A cell line, luminescence; inhibition, % at 9.3 µM; 0.083% of 340,000 active; AID 504634; in the data active means inhibition mostly above about 23%, no sharp cut-off; inactive means mostly below about 18%;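 further: 0% = cells with DMSO and 100% = no-cell wells with DMSO; some compounds called inactive have numbers as strong as hits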
Target sequence (P47898 whole entry, looked up): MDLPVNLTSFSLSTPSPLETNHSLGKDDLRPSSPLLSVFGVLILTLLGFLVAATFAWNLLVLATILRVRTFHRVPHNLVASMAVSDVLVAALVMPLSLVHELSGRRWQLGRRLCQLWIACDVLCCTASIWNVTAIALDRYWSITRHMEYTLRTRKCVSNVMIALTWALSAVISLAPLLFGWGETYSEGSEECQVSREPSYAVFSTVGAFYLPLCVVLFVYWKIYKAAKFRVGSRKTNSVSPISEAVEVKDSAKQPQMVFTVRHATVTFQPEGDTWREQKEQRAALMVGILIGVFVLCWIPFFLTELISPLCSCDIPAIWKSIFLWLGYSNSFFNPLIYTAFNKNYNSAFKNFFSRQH
CDK5 p35 inh = blocks human CDK5/p35 kinase activity; Recombinant CDK5/p35, ADP-Glo luminescence, 60 min; inhibition, % at 10 µM; 0.01% of 330,000 active; AID 488839;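 active means highest replicate inhibition of at least 50% and at least 75% of replicates reaching 50%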;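 further: plate controls were DMSO neutral control for no effect and GW8510 at 10 µM for full effect; many of its hits are not listed in these tables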
SR-BI HDL uptake = mouse SR-BI HDL lipid transfer inhibition. inhibition, % at 12.5 µM. AID 488896. 0.96% of 320,000 active. ldlA[mSR-BI] CHO cells, DiI-HDL uptake fluorescence, 3 h;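 active means mean replicate inhibition of at least 70% and a set share of replicates each scoring 70 or more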;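 further: 0% = median of neutral control wells and 100% = median of positive control wells; values of inactives mirror those of a sister screen read the other way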
Target sequence (Q61009 whole entry, looked up): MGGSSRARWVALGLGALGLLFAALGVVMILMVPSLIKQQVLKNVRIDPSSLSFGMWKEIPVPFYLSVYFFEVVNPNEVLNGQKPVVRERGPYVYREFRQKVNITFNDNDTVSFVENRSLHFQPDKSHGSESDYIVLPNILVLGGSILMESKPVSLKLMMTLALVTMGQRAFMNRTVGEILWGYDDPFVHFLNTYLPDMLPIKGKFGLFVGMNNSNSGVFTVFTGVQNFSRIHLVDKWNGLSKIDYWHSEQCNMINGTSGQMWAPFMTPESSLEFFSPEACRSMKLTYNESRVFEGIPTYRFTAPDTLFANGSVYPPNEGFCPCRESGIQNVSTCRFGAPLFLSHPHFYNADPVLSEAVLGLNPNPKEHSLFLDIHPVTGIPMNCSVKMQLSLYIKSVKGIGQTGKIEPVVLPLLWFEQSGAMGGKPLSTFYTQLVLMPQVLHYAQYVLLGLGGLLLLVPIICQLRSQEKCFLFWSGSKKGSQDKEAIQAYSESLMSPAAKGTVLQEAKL
HTR5A ag = counter-screen for OPRM1-OPRD1 agonists: human HTR5A agonism; AID 504692; activation, % at 9.3 µM; HTR5A agonist assay, luminescence, cell-based; P47898; 0.61% of 340,000 active; in the data active means activation mostly above about 9.5%, no sharp cut-off; inactive means mostly below about 7.6%;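 further: 0% = cells with vehicle only and 100% = reference agonist; strong numbers were not always called active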
PvdQ acylase = blocks Pseudomonas aeruginosa PvdQ acylase activity; 0.063% of 340,000 active; purified PvdQ acylase, fluorescence plate reader; AID 488965; inhibition, % at 10 µM; in the data active means inhibition above about 30%, passing the limit was not always enough;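 further: 0% = vehicle neutral wells and 100% = reference inhibitor wells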
MITF TRPM1 HTS = MITF TRPM1 promoter activation in melanoma cells; activation, % at 12.5 µM; 0.75% of 300,000 active; SK-MEL-5 TRPM1-promoter luciferase, 24 h; % of positive control, neutral wells = 0; AID 588334;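 active means mean activation of at least 80% with every replicate also reaching 80%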;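 further: 0% = neutral control wells and 100% = parthenolide positive control wells; values of inactives mirror those of a sister screen read the other way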
* hit, by the source's call. Random draw from the library. About 5% of those tested had a hit in this group.

CCOC(=O)C1CCN(C(=O)COC(=O)c2ccc(Br)o2)CC1 was read as NSD2 inh 0, V-ATPase pHluor 2, dFosB activator -9, HTR5A inv ctr -31, CDK5 p35 inh -1.5, SR-BI HDL uptake 10, HTR5A ag 1, PvdQ acylase -9 and MITF TRPM1 HTS 3.
O=c1cnnc(N/N=C/c2c[nH]c3ccccc23)[nH]1 was read as NSD2 inh 0, Wnt act -1, V-ATPase pHluor 0, dFosB activator -5, HTR5A inv ctr -3, CDK5 p35 inh -5.9, SR-BI HDL uptake 0, HTR5A ag 7, PvdQ acylase -10 and MITF TRPM1 HTS -1.
CC(C)CN1C(=O)c2ccc(NC(=O)C3CC3)cc2C1=O was read as NSD2 inh 1, Wnt act 1, V-ATPase pHluor -2, dFosB activator -6, HTR5A inv ctr -1, CDK5 p35 inh 0.7, SR-BI HDL uptake 1, HTR5A ag 2, PvdQ acylase -13 and MITF TRPM1 HTS 12.
For O=C(Nc1ccc2c(c1)OCO2)C1CCCN1C(=O)Nc1ccccc1F (centres undefined) the results were NSD2 inh 0, V-ATPase pHluor -7, dFosB activator -1, HTR5A inv ctr 6, CDK5 p35 inh -4.4, SR-BI HDL uptake -17, HTR5A ag 1, PvdQ acylase -8 and MITF TRPM1 HTS -3.
Screening COc1ccc(C2C(C(=O)N3CCCCC3)CCC(=O)N2c2cc(OC)c(OC)c(OC)c2)cc1 (centres undefined) returned NSD2 inh 1, V-ATPase pHluor 0, dFosB activator 0, HTR5A inv ctr -5, CDK5 p35 inh -1.2, SR-BI HDL uptake -20, HTR5A ag 1 and PvdQ acylase -13.
O=C(NCCc1ccccc1)c1cccc(NC(=O)C2CCCC2)c1 was read as Wnt act 0, V-ATPase pHluor -1, dFosB activator -8, HTR5A inv ctr 6, CDK5 p35 inh 0.8, SR-BI HDL uptake 16, HTR5A ag -2, PvdQ acylase -16 and MITF TRPM1 HTS 22.
O=C(CCCl)Nc1ccc(S(=O)(=O)NCc2ccco2)cc1 was read as NSD2 inh 9, Wnt act -4, V-ATPase pHluor 9, dFosB activator -1, HTR5A inv ctr -1, CDK5 p35 inh -0.1, HTR5A ag 0, PvdQ acylase -26 and MITF TRPM1 HTS -3.
CCOc1ccc(S(=O)(=O)N2CCN(C(=O)C3CCC3)CC2)cc1 was read as NSD2 inh 0, Wnt act 1, V-ATPase pHluor -2, dFosB activator -2, HTR5A inv ctr -12, CDK5 p35 inh 1.6, SR-BI HDL uptake -16, HTR5A ag 5, PvdQ acylase -4 and MITF TRPM1 HTS -4.
For Cc1onc(-c2ccccc2Cl)c1C(=O)NCCN1CCOCC1 the results were NSD2 inh -3, V-ATPase pHluor -2, dFosB activator -2, HTR5A inv ctr 2, CDK5 p35 inh 0.9, SR-BI HDL uptake -25, HTR5A ag -1, PvdQ acylase -30 and MITF TRPM1 HTS 2.
For Cc1ccc(C(=O)CSc2nnc(-c3ccccc3)n2-c2ccccc2)o1 the results were NSD2 inh 0, V-ATPase pHluor 3, dFosB activator -12, HTR5A inv ctr -27, CDK5 p35 inh -3.6, SR-BI HDL uptake -11, HTR5A ag 4, PvdQ acylase -9 and MITF TRPM1 HTS 0.
C[C@H]1CN([C@@H](C)CO)C(=O)Cc2cc(NC(=O)Cn3cnnn3)ccc2O[C@H]1CN(C)Cc1ccncc1 was read as Wnt act -2, V-ATPase pHluor -2, dFosB activator -6, HTR5A inv ctr 6, CDK5 p35 inh 0.5, SR-BI HDL uptake -20, HTR5A ag -2, PvdQ acylase -11 and MITF TRPM1 HTS 3.
Screening Cc1cccc(NC(=O)c2cc(Cl)ccc2[N+](=O)[O-])c1 returned NSD2 inh 0, Wnt act -6, V-ATPase pHluor 1, dFosB activator 4, HTR5A inv ctr -10, CDK5 p35 inh 1.3, SR-BI HDL uptake 13, HTR5A ag -1, PvdQ acylase -4 and MITF TRPM1 HTS -6.
C=CCn1c(COc2ccc(F)cc2)nnc1SCC(=O)NC1CCCC1 was read as NSD2 inh 9, Wnt act 0, V-ATPase pHluor 4, dFosB activator -1, HTR5A inv ctr 10, CDK5 p35 inh 0.6, SR-BI HDL uptake -7, HTR5A ag 2, PvdQ acylase -5 and MITF TRPM1 HTS -6.
S=c1[nH]nc(-c2cccc3ccccc23)n1-c1cccnc1 was read as NSD2 inh -1, Wnt act 0, V-ATPase pHluor -1, dFosB activator -4, CDK5 p35 inh 1.6, SR-BI HDL uptake -23 and PvdQ acylase -5.
`Cc1csc(C(=O)NCC(=O)NNC(=O)c2cccc(Cl)c2)c1` gave NSD2 inh -3, Wnt act 2, V-ATPase pHluor 5, dFosB activator 6, HTR5A inv ctr 5, CDK5 p35 inh -0.7, SR-BI HDL uptake -3, HTR5A ag -3, PvdQ acylase -9 and MITF TRPM1 HTS -2.
Screening CCn1nc(CC(C)C)cc1C(=O)N1CCCC(Nc2ccc(F)cc2)C1 (centres undefined) returned NSD2 inh 2, Wnt act 1, V-ATPase pHluor 1, dFosB activator -19, HTR5A inv ctr 4, CDK5 p35 inh -0.8, SR-BI HDL uptake -26, HTR5A ag 4, PvdQ acylase -2 and MITF TRPM1 HTS -13.
For Cc1ccc(C)c(NC2=C(Cl)C(=O)OC2OC(=O)c2ccco2)c1 (centres undefined) the results were NSD2 inh 0, Wnt act -3, V-ATPase pHluor -2, dFosB activator -7, HTR5A inv ctr 1, CDK5 p35 inh 1.5, SR-BI HDL uptake -1, HTR5A ag 0, PvdQ acylase -8 and MITF TRPM1 HTS -1.
O=C(Cc1cccs1)N1CCN=C1SCc1cccc(F)c1 was read as NSD2 inh -1, Wnt act 0, V-ATPase pHluor 3, dFosB activator -13, HTR5A inv ctr -6, CDK5 p35 inh -2.4, HTR5A ag -2, PvdQ acylase -12 and MITF TRPM1 HTS 5.
`COc1ccccc1CNC(=O)c1sccc1-c1ccccc1` gave NSD2 inh -9, Wnt act -2, V-ATPase pHluor -5, dFosB activator 1, HTR5A inv ctr -34, CDK5 p35 inh 1.2, SR-BI HDL uptake 13, HTR5A ag 0, PvdQ acylase 3 and MITF TRPM1 HTS -8.
Cc1cc(C)n2cc(CSc3nnc(-c4ccccc4)o3)nc2n1 was read as NSD2 inh 0, V-ATPase pHluor 13, dFosB activator -8, HTR5A inv ctr -30, CDK5 p35 inh 5.8, SR-BI HDL uptake -19, HTR5A ag 11, PvdQ acylase 2 and MITF TRPM1 HTS 6.
For Cc1nc(-c2ccc(S(=O)(=O)Oc3ccc(Cl)cc3Cl)s2)cs1 the results were NSD2 inh -1, Wnt act 8, V-ATPase pHluor 2, dFosB activator -12, HTR5A inv ctr -3, CDK5 p35 inh -0.5, SR-BI HDL uptake 11, HTR5A ag 1, PvdQ acylase -15 and MITF TRPM1 HTS 10.
For O=C(COC(=O)Cc1ccc(F)cc1)NC(=O)c1ccccc1 the results were NSD2 inh 1, Wnt act 1, V-ATPase pHluor 0, dFosB activator -4, HTR5A inv ctr -15, CDK5 p35 inh 0.0, SR-BI HDL uptake -12, HTR5A ag 5, PvdQ acylase -13 and MITF TRPM1 HTS 1.
`COCc1nnc(NS(=O)(=O)c2ccc(C)cc2)s1` gave NSD2 inh 1, Wnt act -5, V-ATPase pHluor -2, dFosB activator -4, HTR5A inv ctr -22, CDK5 p35 inh 1.6, SR-BI HDL uptake -24, HTR5A ag -2 and PvdQ acylase -9.
Screening COc1ccc(NC(=S)N(Cc2cccc(Br)c2)CC2CCC(C(=O)O)CC2)cc1 (centres undefined) returned NSD2 inh 0, Wnt act -2, V-ATPase pHluor -1, dFosB activator -5, HTR5A inv ctr 17, CDK5 p35 inh 2.4, SR-BI HDL uptake -10, HTR5A ag 7, PvdQ acylase 6 and MITF TRPM1 HTS 0.
For CCOC(=O)C1=C(C)Nc2nc3ccccc3n2C1c1ccc(O)cc1 (centres undefined) the results were NSD2 inh -2, Wnt act 3, V-ATPase pHluor 7, dFosB activator 0, HTR5A inv ctr -13, CDK5 p35 inh -2.6, SR-BI HDL uptake 1, HTR5A ag 4, PvdQ acylase -6 and MITF TRPM1 HTS -14.
Cc1ccc(C(=O)CCC(=O)Nc2ncccc2C)cc1 was read as NSD2 inh 0, Wnt act 12, V-ATPase pHluor 6, dFosB activator -2, HTR5A inv ctr -4, CDK5 p35 inh -0.1, SR-BI HDL uptake -25, HTR5A ag 4, PvdQ acylase 3 and MITF TRPM1 HTS -39.
For COc1cccc(S(=O)(=O)NC2CCN(C#N)C2)c1 (centres undefined) the results were Wnt act -1, V-ATPase pHluor -4, dFosB activator 0, HTR5A inv ctr -18, CDK5 p35 inh -2.0, SR-BI HDL uptake -12, HTR5A ag 6, PvdQ acylase -16 and MITF TRPM1 HTS 4.
`Cc1ccc(-n2nnc3c(SCC(=O)NCc4ccco4)ncnc32)cc1` gave NSD2 inh 1, V-ATPase pHluor -1, dFosB activator -5, HTR5A inv ctr -30, CDK5 p35 inh 1.0, SR-BI HDL uptake -13, HTR5A ag -1, PvdQ acylase -11 and MITF TRPM1 HTS -11.
NS(=O)(=O)c1ccc(CCNC(=O)Cc2ccc(S(=O)(=O)N3CCCC3)s2)cc1 was read as NSD2 inh -4, Wnt act 1, V-ATPase pHluor 3, dFosB activator -1, HTR5A inv ctr -12, CDK5 p35 inh 0.4, HTR5A ag -2, PvdQ acylase 10 and MITF TRPM1 HTS -1.
`CN(C)CCn1c(=S)[nH]c2ccc(Cl)cc2c1=O` gave NSD2 inh 3, Wnt act -1, V-ATPase pHluor -2, dFosB activator 0, HTR5A inv ctr -6, CDK5 p35 inh 0.5, SR-BI HDL uptake -13, HTR5A ag 2, PvdQ acylase -14 and MITF TRPM1 HTS -12.
CC1C2CC(C/C2=N/NC(=O)c2cccs2)C1(C)C (centres undefined) was read as NSD2 inh 15, Wnt act 2, V-ATPase pHluor -2, dFosB activator -3, HTR5A inv ctr -18, CDK5 p35 inh 1.0, SR-BI HDL uptake -11, HTR5A ag 6, PvdQ acylase -16 and MITF TRPM1 HTS -2.
Screening Cc1ccc(C(=O)NCc2ccncc2)cc1S(=O)(=O)N1CCOCC1 returned NSD2 inh -7, Wnt act 0, V-ATPase pHluor 1, dFosB activator -4, HTR5A inv ctr -21, CDK5 p35 inh 0.8, SR-BI HDL uptake -51, HTR5A ag 8, PvdQ acylase -14 and MITF TRPM1 HTS -6.
`ONC(=Nc1cccc(C(F)(F)F)c1)c1cccnc1` gave NSD2 inh -5, Wnt act 0, V-ATPase pHluor -2, dFosB activator -2, HTR5A inv ctr -11, CDK5 p35 inh 0.8, SR-BI HDL uptake -17, HTR5A ag 1, PvdQ acylase 8 and MITF TRPM1 HTS -2.
COc1ccc(/C=N/NC(=O)c2nnn(-c3nonc3N)c2CN(C)C2CCCCC2)cc1 was read as NSD2 inh -1, Wnt act 0, V-ATPase pHluor 4, dFosB activator -20, HTR5A inv ctr 15, CDK5 p35 inh -1.9, SR-BI HDL uptake -10, HTR5A ag 0, PvdQ acylase -21 and MITF TRPM1 HTS 11.
Screening Oc1cc(O)c2c(c1)O[C@H](c1ccc(O)c(O)c1)[C@H](O)C2 returned Wnt act -3, V-ATPase pHluor 0, dFosB activator 5, HTR5A inv ctr 25, CDK5 p35 inh -0.2, SR-BI HDL uptake -25, HTR5A ag 3, PvdQ acylase -6 and MITF TRPM1 HTS 8.
Cc1ccc(S(=O)(=O)N2CCCCC2)cc1C(=O)N(CCc1ccccc1)Cc1ccccc1 was read as NSD2 inh -1, Wnt act -3, V-ATPase pHluor 7, dFosB activator -6, HTR5A inv ctr 13, CDK5 p35 inh -0.2, SR-BI HDL uptake -13, HTR5A ag -5, PvdQ acylase -4 and MITF TRPM1 HTS -4.

Screening results from PubChem BioAssay.
